NSD2 inh – NSD2 histone methyltransferase inhibitors, primary screen, biochemical, AlphaScreen, single concentration, set 2; 310,000 compounds, 0.54% hits; NSD2 peptide methylation, 120 min; Histone-lysine N-methyltransferase NSD2 (Homo sapiens), O96028; inhibition, % at 12.5 µM; in the data active = inhibition above about 50%
Target sequence (O96028 whole entry, looked up): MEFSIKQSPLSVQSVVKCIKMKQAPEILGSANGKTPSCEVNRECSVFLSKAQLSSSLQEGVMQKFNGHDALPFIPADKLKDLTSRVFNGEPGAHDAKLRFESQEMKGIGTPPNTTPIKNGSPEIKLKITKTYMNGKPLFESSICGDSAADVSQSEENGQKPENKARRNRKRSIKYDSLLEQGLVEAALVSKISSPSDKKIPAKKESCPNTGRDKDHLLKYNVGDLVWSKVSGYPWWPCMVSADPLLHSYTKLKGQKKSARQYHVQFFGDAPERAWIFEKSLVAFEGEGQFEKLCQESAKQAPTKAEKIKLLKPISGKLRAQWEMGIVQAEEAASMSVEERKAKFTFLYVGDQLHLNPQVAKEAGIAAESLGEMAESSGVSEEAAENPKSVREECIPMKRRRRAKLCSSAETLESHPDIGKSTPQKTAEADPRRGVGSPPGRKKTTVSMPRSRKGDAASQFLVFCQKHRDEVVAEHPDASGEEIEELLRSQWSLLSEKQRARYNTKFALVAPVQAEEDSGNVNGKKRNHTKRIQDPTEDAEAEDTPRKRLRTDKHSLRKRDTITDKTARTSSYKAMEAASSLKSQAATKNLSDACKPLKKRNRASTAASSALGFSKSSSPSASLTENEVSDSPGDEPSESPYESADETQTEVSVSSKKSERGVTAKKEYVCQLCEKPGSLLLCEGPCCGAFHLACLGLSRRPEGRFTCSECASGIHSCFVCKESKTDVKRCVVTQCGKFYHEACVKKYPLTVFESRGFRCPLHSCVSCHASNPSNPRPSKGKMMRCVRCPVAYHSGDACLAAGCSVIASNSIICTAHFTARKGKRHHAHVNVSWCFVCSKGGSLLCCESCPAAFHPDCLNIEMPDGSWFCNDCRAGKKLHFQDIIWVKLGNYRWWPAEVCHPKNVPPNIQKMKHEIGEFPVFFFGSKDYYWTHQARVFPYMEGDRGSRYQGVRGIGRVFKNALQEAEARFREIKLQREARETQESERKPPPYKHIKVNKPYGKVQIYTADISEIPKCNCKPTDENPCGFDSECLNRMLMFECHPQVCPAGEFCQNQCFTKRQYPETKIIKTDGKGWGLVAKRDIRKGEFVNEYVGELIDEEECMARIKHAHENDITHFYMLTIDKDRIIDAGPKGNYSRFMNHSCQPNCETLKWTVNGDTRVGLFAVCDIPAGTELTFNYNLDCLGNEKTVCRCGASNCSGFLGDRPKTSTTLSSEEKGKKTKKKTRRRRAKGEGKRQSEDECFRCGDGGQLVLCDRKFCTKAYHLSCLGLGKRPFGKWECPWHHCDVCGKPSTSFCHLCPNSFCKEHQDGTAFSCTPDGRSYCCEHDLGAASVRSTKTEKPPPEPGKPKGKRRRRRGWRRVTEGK
SR-BI HDL uptake – inhibitors of SR-BI mediated HDL lipid uptake, primary screen, ldlA[mSR-BI] cells, fluorescence, single point; 320,000 compounds, 0.96% hits; Scavenger receptor class B member 1 (Mus musculus), Q61009; ldlA[mSR-BI] CHO cells, DiI-HDL uptake fluorescence, 3 h; inhibition, % at 12.5 µM; AID 488896, 2010;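 active = mean replicate inhibition of at least 70% and a set share of replicates each scoring 70 or more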;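 note: 0% = median of neutral control wells and 100% = median of positive control wells; values of inactives mirror those of a sister screen read the other way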
V-ATPase pH – regulators of yeast V-ATPase proton pumping, primary screen, pHLuorin cytosolic pH fluorescence | response, % at 10 µM | 350,000 compounds, 0.37% hits | S. cerevisiae; in the data active = response mostly above about 7.3%, no sharp cut-off; inactive = mostly below about 5.4%; note: actives read high; inactives centre near 0; some compounds called inactive have numbers as strong as hits; reference of the scale not given here
Wnt act – Wnt/beta-catenin pathway activators, primary screen, cell-based, plate reader, single point | activation, % at 9.35 µM | Wnt/beta-catenin reporter cell assay, activator | 300,000 compounds, 1.2% hits | AID 743398, 2014; in the data active = activation above about 30%, passing the limit was not always enough;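 note: 0% = neutral control wells and 100% = positive control wells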
PvdQ inh – P. aeruginosa PvdQ acylase inhibitors, primary screen, biochemical, fluorescence, plate reader and imaging, single point. PvdQ acylase [Pseudomonas aeruginosa LESB58]. purified PvdQ acylase. inhibition, % at 10 µM. 340,000 compounds, 0.063% hits. AID 488965, 2010; in the data active = inhibition above about 30%, passing the limit was not always enough;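 note: 0% = vehicle neutral wells and 100% = reference inhibitor wells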
Numbers without * were called inactive; nt = no result given.

Every second line gives: NSD2 inh	SR-BI HDL uptake	V-ATPase pH	Wnt act	PvdQ inh
CCc1ccc2c(c1)NC(=O)C2(C)Cc1ccccc1 (centres undefined)
  1	nt	nt	-3	nt
COc1ccc(NC(=O)c2cc(-c3cc(Cl)ccc3OC)n[nH]2)c(C)c1
  0	nt	nt	-3	nt
COc1cc(OC)nc(Nc2nc(C(N)Cc3ccccc3)cs2)n1 (centres undefined)
  3	nt	nt	0	nt
CSc1ccc(CN2CCC2(C)C(=O)NC2CCN(Cc3ccccc3)CC2)cc1 (centres undefined)
  7	nt	nt	-3	nt
NC(c1csc(Nc2cnccn2)n1)C1CCCCC1 (centres undefined)
  4	nt	nt	1	nt
Cc1ccccc1S(=O)(=O)NC(=O)C1(C)CCN1C(=O)CC1CCCCC1 (centres undefined)
  -2	nt	nt	-2	nt
CCC(CC)C(=O)N(C)c1c(C)nc2c(OCc3ccc(OC(F)F)cc3)cccn12
  1	nt	nt	-5	nt
CC(=O)Nc1cnc(-c2ccc3c(c2)OCO3)cn1
  -4	nt	nt	40*	nt
CC(CC(=O)Nc1ccc2c(c1)c(=O)n(C)n2Cc1cccc(C(F)(F)F)c1)C(F)(F)F (centres undefined)
  0	nt	nt	-4	nt
CCCCN1C(=O)C(CC(=O)NCc2cccs2)CC(C(=O)N2CCCCCC2)=C1C (centres undefined)
  0	nt	nt	-1	nt
Cc1ccccc1S(=O)(=O)NC(=O)C1(C)CCN1C(=O)COc1ccc(Cl)cc1 (centres undefined)
  -4	nt	nt	-3	nt
CNc1cccc(-c2ccccc2CO)n1
  2	nt	nt	16	nt
CCCCNC(=O)C1(C)CCCCCN1Cc1cc2ccccc2o1 (centres undefined)
  -2	nt	nt	-2	nt
CCc1cc2c(C)cc(=O)oc2cc1OC(=O)C1CCCN1C(=O)OC(C)(C)C (centres undefined)
  nt	5	nt	11	4
CC1CN(C(=O)COC(=O)c2ccc3ccccc3c2)CC(C)O1 (centres undefined)
  -1	nt	2	0	nt
NC(=O)Cc1ccc(OCc2nn[nH]n2)cc1
  2	nt	-1	0	nt
Cc1[nH]c(C)c2c(=O)n(Cc3ccccc3Cl)ncc12
  0	nt	4	1	nt
CC1CCCN(S(=O)(=O)c2ccc3[nH]c(=O)cc(C(=O)NCCCN4CCCCCC4)c3c2)C1 (centres undefined)
  2	nt	0	-1	nt
CCOC(=O)c1nnn2c1nc(Nc1cccc(C(F)(F)F)c1)c1ccccc12
  28	nt	2	3	nt
Fc1ccccc1-c1nc(NCc2ccccc2)c2ccccc2n1
  -5	nt	-3	2	nt

Results in PvdQ inh, NSD2 inh and Wnt act, for some of the entries so far:
molecule	PvdQ inh	NSD2 inh	Wnt act
CC1CN(C(=O)COC(=O)c2ccc3ccccc3c2)CC(C)O1 (centres undefined)	nt	-1	0
NC(=O)Cc1ccc(OCc2nn[nH]n2)cc1	nt	2	0

Some of these compounds in order of the NSD2 inh value, low to high:
Every second line gives: NSD2 inh	SR-BI HDL uptake	V-ATPase pH	Wnt act	PvdQ inh
CC(=O)Nc1cnc(-c2ccc3c(c2)OCO3)cn1
  -4	nt	nt	40*	nt
Cc1ccccc1S(=O)(=O)NC(=O)C1(C)CCN1C(=O)CC1CCCCC1 (centres undefined)
  -2	nt	nt	-2	nt
CC(CC(=O)Nc1ccc2c(c1)c(=O)n(C)n2Cc1cccc(C(F)(F)F)c1)C(F)(F)F (centres undefined)
  0	nt	nt	-4	nt
CNc1cccc(-c2ccccc2CO)n1
  2	nt	nt	16	nt
COc1cc(OC)nc(Nc2nc(C(N)Cc3ccccc3)cs2)n1 (centres undefined)
  3	nt	nt	0	nt
CSc1ccc(CN2CCC2(C)C(=O)NC2CCN(Cc3ccccc3)CC2)cc1 (centres undefined)
  7	nt	nt	-3	nt
CCOC(=O)c1nnn2c1nc(Nc1cccc(C(F)(F)F)c1)c1ccccc12
  28	nt	2	3	nt

Next records follow:
Every second line gives: NSD2 inh	SR-BI HDL uptake	V-ATPase pH	Wnt act	PvdQ inh
Cc1cc(S(=O)(=O)NCc2ccc(N3CCN(C)CC3)cc2)c(C)s1
  0	nt	3	0	nt
O=C(NCCCN1CCOCC1)c1ccc(Cl)c([N+](=O)[O-])c1
  2	nt	4	-5	nt
CCN(CC)c1nc(C=Cc2ccc(N(C)C)cc2)c2nccnc2n1
  -2	nt	1	0	nt
CCc1ccc(N2CC(C(=O)Nc3ccc(OC)c(S(=O)(=O)N4CCOCC4)c3)CC2=O)cc1 (centres undefined)
  -1	nt	2	-2	nt
Cc1onc(-c2ccccc2)c1NC(=O)N(CCC(=O)O)Cc1ccccc1
  -1	nt	-2	0	nt
Cc1ccccc1N(CC(=O)N1CCN(Cc2ccccc2)CC1)S(C)(=O)=O
  -2	nt	0	1	nt
O=C(Nc1cccc(Br)c1)C1CCCC1
  0	nt	-2	3	nt
Cc1ccc(CCC(=O)Nc2ccc(Cl)cc2Cl)o1
  1	nt	0	6	nt
O=C(c1ccccc1)N(CCCl)C(=O)N(CCCl)C(=O)c1ccccc1
  -1	nt	-1	2	nt
O=C(N/N=C/C=C\c1ccc([N+](=O)[O-])cc1)c1cccnc1
  -1	nt	1	-3	nt
Cc1nnc(SCC(=O)NC2(C#N)CCCCC2)n1N
  8	nt	2	0	nt
CC(C)(C)N1CC(C(=O)Nc2ccc(C(N)=O)cc2)CC1=O (centres undefined)
  -1	nt	0	-3	nt
COc1ccc(NCC(=O)Nc2c(C)cccc2C)cc1S(=O)(=O)N1CCOCC1
  1	nt	-1	-1	nt
COCCN(C(=S)Nc1ccc(OC)c(Cl)c1)C1CCN(C(C)=O)CC1
  0	nt	0	3	nt
Cc1ccn(CCC(=O)N2CCCC(N3CCN(c4ccccc4C)CC3)C2)n1 (centres undefined)
  4	nt	1	0	nt
Nc1nc(COC(=O)c2ccco2)nc(Nc2ccccc2)n1
  53*	nt	1	10	nt
Cc1nc(C)c(C(=O)OCC(=O)Nc2ccc(C)c(C)c2)s1
  -1	nt	-2	-1	nt
CCn1c(SCC(=O)Nc2oc(C)c3c(C)n[nH]c(=O)c23)nnc1-c1ccco1
  2	nt	-1	-1	nt
Cc1cc(C)cc(NC(=O)Nc2cccc(S(N)(=O)=O)c2)c1
  33	nt	1	0	nt
Cc1nc(N)sc1C(=O)N/N=C/c1ccc([N+](=O)[O-])cc1
  -1	nt	1	0	nt

Every second line gives: NSD2 inh	SR-BI HDL uptake	V-ATPase pH	Wnt act	PvdQ inh
COc1ccc(C(=O)Nc2cccc3c2CCCC3)c(OC)c1
  2	nt	-5	36*	nt
Cc1ccc(OCC(=O)O/N=C(\N)c2ccccn2)cc1C
  -3	nt	3	39*	nt
COc1cc(C(=O)NCCCNC(=O)c2cc(OC)c(OC)c(OC)c2)cc(OC)c1OC
  -1	nt	1	2	nt
C=CCn1c2ccccc2c2nnc(SCC(=O)OC)nc21
  -1	nt	0	0	nt
CC(=O)N1CSCC1C(=O)NNS(=O)(=O)c1ccccc1 (centres undefined)
  -5	nt	-1	1	nt
NS(=O)(=O)c1ccc(NC(=O)CN(C(=O)C(F)(F)F)C2CCCC2)cc1
  -6	nt	7	2	nt
N#Cc1ccc(NC(=S)NC(=O)C2CC2)cc1
  -2	nt	-3	6	nt
CCOC(=O)c1sc(=S)n(C)c1NC(=O)c1cccc(Br)c1
  1	nt	3	5	nt
O=C(CSc1nnc(COc2ccc(Cl)cc2)o1)N(c1ccccc1)C1CCS(=O)(=O)C1 (centres undefined)
  -1	nt	0	-6	nt
COC(=O)c1ccc(CNC(=O)CN2C(=O)NC(Cc3ccccc3)(c3ccccc3)C2=O)cc1 (centres undefined)
  -1	nt	0	-3	nt
CCc1ccc(S(=O)(=O)NCC(O)COc2ccc(OC)cc2)cc1 (centres undefined)
  1	nt	2	0	nt
Cc1ccccc1NC(=O)Cc1nc(COC(=O)C(C)(C)Oc2ccc(Cl)cc2)cs1
  14	nt	-4	-1	nt
COc1ccccc1N1CCN(C(=O)c2cc(-c3ccccc3)nc3c2cnn3C(C)C)CC1
  -3	nt	-3	1	nt
CN(CC(=O)Nc1cccc(F)c1)C(=O)Cc1ccsc1
  -1	nt	0	5	nt
CC1(C)COC(Cc2ccccc2)=N1
  -2	nt	1	3	nt
COCCNC(=O)C(=O)NCC1CCCN1S(=O)(=O)c1cccs1 (centres undefined)
  -1	nt	0	-3	nt
CCCCCCCCNC(CO)(CO)CO
  0	nt	-4	0	nt
CCCCN(C(=O)CCOc1ccc(OCC)cc1)c1c(N)n(Cc2ccccc2)c(=O)[nH]c1=O
  1	nt	2	0	nt
COc1cccc(CN(C)C(=O)c2cccc(S(=O)(=O)N3CCN(c4ccccc4)CC3)c2)c1
  4	nt	0	-4	nt
C#CCN(Cc1ccco1)C(=O)c1cc(COc2cccc3cccnc23)on1
  11	nt	1	-2	nt

Every second line gives: NSD2 inh	SR-BI HDL uptake	V-ATPase pH	Wnt act	PvdQ inh
CCn1c(SCC(=O)Nc2ccc(OC)cc2)nc2nc3c(cc2c1=O)COC(C)(C)C3
  -2	nt	-2	-3	nt
O=C(CN1C(=O)NC2(CCCCCC2)C1=O)Nc1ccc(OC(F)(F)F)cc1
  -2	nt	1	-14	nt
Cc1ccc(C(=O)N2CCCc3ccccc32)c(Cl)c1
  -4	nt	0	-3	nt
COC(=O)CC1C(=O)NCCN1C(=O)c1oc2c(C)c(C)ccc2c1C (centres undefined)
  0	nt	-3	5	nt
Cc1cccc(NC(=O)CN(C)C(=O)Cc2ccc(-c3ccccc3)cc2)c1C
  2	nt	0	-1	nt
C#CCN1N=C(c2ccc(C)cc2)CSC1=O
  -2	nt	-1	7	nt
O=C(N/N=C/c1cc2c(cc1Br)OCO2)c1ccccn1
  -4	nt	4	17	nt
Cc1ccc(OCC(=O)Nc2ccncc2)cc1C
  9	nt	-1	-1	nt
COc1ccc(C2=NO[C@@H]3[C@@H]4C[C@@H]([C@H]5C(=O)N(C)C(=O)[C@@H]45)[C@H]23)c(OC)c1
  6	nt	-3	1	nt
CCOC(=O)/C=C/C(=O)Nc1ccc(S(=O)(=O)Nc2cc(OC)nc(OC)n2)cc1
  1	nt	1	-2	nt
CN1C(N)=NC(=O)/C1=C/c1ccc(F)cc1
  1	nt	2	-3	nt
COc1cc2ccnc(C=NO)c2cc1OC
  -3	nt	1	-7	nt
NC(=O)CSc1nnc(-c2cccc(S(=O)(=O)N3CCOCC3)c2)o1
  0	nt	1	0	nt
CCC(C)c1ccc(S(=O)(=O)N2CCN(C(=O)CN3C(=O)NC(C)(C4CC4)C3=O)CC2)cc1 (centres undefined)
  -1	nt	4	0	nt
CCOC(=O)Cn1c(COc2ccccc2OC)[n+](C)c2ccccc21
  5	nt	-1	-3	nt
Cc1ccc(NC(=O)CN(C)CC(=O)Nc2ccc3c(c2)OCO3)cc1
  1	nt	0	-3	nt
Cc1cccc(NC(=O)Cn2nnc3sc4c(c3c2=O)CC(C)(C)OC4)c1
  27	nt	2	-6	nt
CN(C)c1ccc(P(=O)(COc2ccc([N+](=O)[O-])cc2)c2ccc(N(C)C)cc2)cc1
  3	nt	-2	-6	nt
O=C(N/N=C/c1c[nH]c2ccccc12)c1cccs1
  3	nt	-1	43*	nt
COc1ccc(C(=O)OCC(=O)NC23CC4CC(CC(C4)C2)C3)c(O)c1
  -6	nt	1	-4	nt

Every second line gives: NSD2 inh	SR-BI HDL uptake	V-ATPase pH	Wnt act	PvdQ inh
O=C(Nc1ccc(F)cc1F)Nc1csc2ccccc12
  -2	nt	2	16	nt
CCOC(=O)c1cc(Cl)c2c(ccc3ccccc32)n1
  0	nt	-2	-1	nt
Cc1cc(C)c(NC(=O)CN(C)C(=O)CCN2C(=O)C3CCCCC3C2=O)c(C)c1 (centres undefined)
  0	nt	0	-1	nt
Cc1nonc1OC(C)CNCCNc1ccc([N+](=O)[O-])cc1 (centres undefined)
  11	nt	-2	-3	nt
Cc1ccccc1N1CCN(C2CCCN(C(=O)CSc3ccccn3)C2)CC1 (centres undefined)
  0	nt	0	-3	nt
Cc1nc(N2CCCCC2)[nH]c(=O)c1CN(C)N=O
  -1	nt	1	3	nt
CC(OC(=O)/C=C/c1ccco1)C(=O)NC1CCCCC1 (centres undefined)
  0	nt	0	2	nt
Cc1ccc(C(=O)OCC(=O)N2CCC(C)CC2)cc1S(=O)(=O)N1CCOCC1
  0	nt	3	-3	nt
C#CCOCC1CN(C)C(=O)O1 (centres undefined)
  5	nt	1	-7	nt
O=C(COC(=O)c1cccc(OC(F)F)c1)Nc1cc(S(=O)(=O)N2CCCC2)ccc1Cl
  -1	nt	2	-3	nt
CCN(CC)CCCN=C(C)C1=C(O)c2ccccc2C1=O
  66*	nt	0	2	nt
O=S(=O)(c1ccccc1)N1CCN(Cc2nnc(-c3ccccc3)o2)CC1
  -1	nt	1	-7	nt

Assay outcomes (PubChem)

A portion of the library, so the mix of outcomes need not match the whole.
